OPRM1-OPRD1 inv: mu-delta opioid heterodimer inverse agonism | P35372+P41143 | 340,000 compounds, 0.21% hits | cell-based MOR-DOR heterodimer luminescence | inhibition, % at 9.3 µM; in the data active means inhibition above about 22%, passing the limit was not always enough;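 further: 0% = cells with DMSO and 100% = wells without cells with DMSO; values of inactives mirror those of a sister screen read the other way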
Ecoli viability: counter-screen for AddAB inhibitors: E. coli growth inhibition; E. coli V3065 growth, OD600 absorbance, 18 h; inhibition, % at 11.9 µM; 330,000 compounds, 0.27% hits; AID 449728;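 active means inhibition above the campaign's mean inhibition across all tested compounds plus 3 SD, cut at about 9.9% in these data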;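 further: uninfected addAB+ strain grown without phage in ampicillin broth; 0% = DMSO wells and 100% = ciprofloxacin 0.95 µg/ml wells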
HTR5A inv ag: inverse agonist of human HTR5A in OPRM1-OPRD1 counter-screen | inhibition, % at 9.3 µM | P47898 | AID 504634 | 340,000 compounds, 0.083% hits | HTR5A cell line, luminescence, inverse agonism; in the data active means inhibition mostly above about 23%, no sharp cut-off; inactive means mostly below about 18%;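 further: 0% = cells with DMSO and 100% = no-cell wells with DMSO; some compounds called inactive have numbers as strong as hits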
Target sequence (P47898 whole entry, looked up): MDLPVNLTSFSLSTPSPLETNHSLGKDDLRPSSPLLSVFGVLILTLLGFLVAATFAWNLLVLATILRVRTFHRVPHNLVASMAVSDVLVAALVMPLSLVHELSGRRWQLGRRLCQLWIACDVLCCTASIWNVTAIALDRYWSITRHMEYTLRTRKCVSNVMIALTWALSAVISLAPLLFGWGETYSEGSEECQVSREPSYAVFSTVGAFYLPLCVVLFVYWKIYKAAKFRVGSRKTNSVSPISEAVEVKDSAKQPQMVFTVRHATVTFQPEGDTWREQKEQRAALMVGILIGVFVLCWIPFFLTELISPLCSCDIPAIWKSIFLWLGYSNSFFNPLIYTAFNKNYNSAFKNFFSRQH
phage Ecoli inh: E. coli growth loss with phage present | growth absorbance | AID 651602 | inhibition, % at 11.9 µM | 360,000 compounds, 0.26% hits; in the data active means inhibition above about 11%
PKA-R1A act: activates the PKA-R1A holoenzyme complex | AID 504707 | PKA-R1A dissociation, Cy5-IP20 fluorescence polarization; scaled: DMSO 0%, 113 µM cGMP 100% | activation, % at 11.4 µM | 340,000 compounds, 0.083% hits;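 active means percent activation above the mean of all tested compounds plus 3 SD, cut at about 19% in these data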;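 further: higher means more PKAc released from R1A so a rise in polarization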
Pemphigus Ab inh: human desmoglein-3 autoantibody binding inhibition; 310,000 compounds, 0.48% hits; P32926; binding (percent of control), % at 10 µM; AID 588358; DSG3-coupled beads, scFv-anti-DSG3-GFP binding, flow cytometry; active compounds read low;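 active means binding more than 3 SD below its plate's average and above zero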;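 further: hits lower antibody fragment binding to DSG3; some compounds called inactive have numbers as strong as hits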
Mot1-301 SUMO: inhibitors of SUMOylation pathway: yeast Mot1-301 growth rescue. AID 2716. S. cerevisiae Mot1-301 growth rescue, ATP luminescence, 38.5C; percent above DMSO median, 100 means doubled. growth rescue, % at 18.8 µM. 320,000 compounds, 1% hits;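 active means every valid replicate shows activation above 250% relative to neutral control wells; inactive means the rest, any valid replicate at or below 250%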;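 further: OY570 slx delta 5 strain wells were the positive control but not used for scaling; some compounds called inactive have numbers as strong as hits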
MOR-DOR ag: OPRM1-OPRD1 heterodimerization agonism. P35372+P41143. cells, luminescence. activation, % at 9.3 µM. 340,000 compounds, 0.3% hits. AID 504326; in the data active means activation above about 18%;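 further: 0% = vehicle-treated cells and 100% = reference agonist; values of inactives mirror those of a sister screen read the other way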
HTR5A ag: counter-screen for OPRM1-OPRD1 agonists: human HTR5A agonism. HTR5A agonist assay, luminescence, cell-based. activation, % at 9.3 µM. 340,000 compounds, 0.61% hits. AID 504692; in the data active means activation mostly above about 9.5%, no sharp cut-off; inactive means mostly below about 7.6%;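 further: 0% = cells with vehicle only and 100% = reference agonist; strong numbers were not always called active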
PfHsp90 set2: reduces growth (ATP signal) of yeast expressing P. falciparum Hsp90; S. cerevisiae expressing PfHsp90, BacTiter-Glo ATP, 48 h; yeast lacking PDR1 and PDR3 efflux regulators; inhibition, % at 9.4 µM; 310,000 compounds, 0.32% hits;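 active means every replicate shows inhibition above about 80%, whatever the replicate mean, limit read from the data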;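 further: 0% = DMSO neutral controls and 100% = 20 µM radicicol positive controls; yeast relying on Plasmodium falciparum Hsp90 in place of its own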
AddAB inh: less growth of phage-infected E. coli with AddAB. E. coli expressing H. pylori AddAB, absorbance growth. inhibition, % at 11.9 µM. 330,000 compounds, 0.29% hits. AID 435030; in the data active means inhibition above about 12%;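 further: 0% = vehicle wells of infected cells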
Numbers without * were called inactive; · = not tested or not shown.

SMILES	OPRM1-OPRD1 inv	Ecoli viability	HTR5A inv ag	phage Ecoli inh	PKA-R1A act	Pemphigus Ab inh	Mot1-301 SUMO	MOR-DOR ag	HTR5A ag	PfHsp90 set2	AddAB inh
O=C(c1cccc(F)c1)N1CCN(C(=O)c2nn3cccnc3c2Cl)CC1	4	-1.2	9	3.8	-3	99	-6	-1.1	-1	-22	3.1
O=C(Cc1ccccc1)n1nc(-c2ccccc2)nc1NCc1ccco1	-24	-1.4	12	1.2	-3	101	96	4.3	-5	-10	-0.3
CCS(=O)(=O)NCC(c1ccco1)N1CCN(c2ccc(F)cc2)CC1 (stereo unspecified)	6	0.1	-21	1.3	7	113	18	-1.1	3	-27	0.3
NC1=NC[C@H](Cc2ccc(O)cc2)N1CCc1cccc(F)c1	12	-2.4	-27	1.9	3	102	-4	-2.1	0	-11	-1.4
COc1ccccc1Cn1c(CO)nc2ccccc21	16	-0.9	-12	2.3	-3	101	12	-3.0	4	10	-1.9
COc1ccc(C(=O)NCCCn2nc(C)cc2C)cc1S(=O)(=O)N1CCOCC1	4	·	-23	3.5	3	107	·	-0.6	3	23	·
c1ccc(-c2sc3ccccc3c2-c2ccc(OCCN3CCOCC3)cc2)cc1	3	-0.7	-15	·	0	105	407*	-0.5	6	13	0.2
O=C(Oc1ccc(/C=N/NC(=O)c2ccccc2F)cc1)c1ccccc1	-2	1.3	18	-0.7	2	112	-8	0.4	-7	-4	-0.6
Cc1[nH]n(-c2ccccc2)c(=O)c1/C=N/NC(=O)c1ccc(O)cc1O	14	-1.2	3	·	-1	102	0	-2.8	-1	-27	4.5
Cc1ccc(OCCN(C)C(=O)C2CCC(=O)N(Cc3ccccc3F)C2)cc1 (stereo unspecified)	1	-0.3	-11	3.3	4	120	7	-0.2	3	-31	1.0
CCCN(C(=O)COC(=O)c1nc2nccc(C)n2n1)C1CCS(=O)(=O)C1 (stereo unspecified)	14	·	-4	3.1	-6	99	·	-2.6	1	-15	·
ClC(=C\c1ccccc1)/C=N/N1CCN(c2ccccn2)CC1	-9	-1.5	21	2.9	-13	106	22	1.7	-9	·	3.0

Taken from above:
c1ccc(-c2sc3ccccc3c2-c2ccc(OCCN3CCOCC3)cc2)cc1 | HTR5A ag = 6
CCS(=O)(=O)NCC(c1ccco1)N1CCN(c2ccc(F)cc2)CC1 (stereo unspecified) | HTR5A inv ag = -21
ClC(=C\c1ccccc1)/C=N/N1CCN(c2ccccn2)CC1 | Ecoli viability = -1.5
O=C(Oc1ccc(/C=N/NC(=O)c2ccccc2F)cc1)c1ccccc1 | PKA-R1A act = 2
NC1=NC[C@H](Cc2ccc(O)cc2)N1CCc1cccc(F)c1 | PKA-R1A act = 3

Next part
SMILES	OPRM1-OPRD1 inv	Ecoli viability	HTR5A inv ag	phage Ecoli inh	PKA-R1A act	Pemphigus Ab inh	Mot1-301 SUMO	MOR-DOR ag	HTR5A ag	PfHsp90 set2	AddAB inh
COc1ccc(OCC(=O)N/N=C/c2ccsc2)cc1	11	0.7	-4	4.0	4	126	25	-2.1	-3	5	0.3
COC(=O)c1ccc(NC(=S)NC(=O)c2cccnc2)cc1	28*	0.0	-4	-0.1	-10	95	-14	-5.5	-7	-10	1.8
O=C(c1cc(-c2ccco2)on1)N1CCN(C(c2ccccc2)c2ccccc2)CC1	-3	-0.2	-12	2.7	-11	104	-6	0.5	-4	-14	0.3
Cc1c(Cl)cccc1N=Cc1ccc([N+](=O)[O-])s1	-26	1.4	-23	7.2	-7	97	11	4.5	4	112*	3.0
O=C(Nc1ccccc1Cc1ccccc1)c1oc2ccccc2c1COc1ccccc1	1	-0.9	-60	2.8	8	104	5	-0.2	2	9	1.3
Nc1cc(C2CCCC2)nn1-c1ccccc1	11	-1.3	-11	3.2	-6	106	9	-1.9	-8	-26	-0.8
COc1ccc(N2CCN(S(=O)(=O)c3ccc(OC)c(C(=O)N4CCCCC4)c3)CC2)cc1	5	-1.3	-13	0.3	-8	106	8	-1.0	4	-38	1.8
CCOc1ccc(C(=O)N2CCN=C2SC)cc1OCC	4	1.0	-12	1.6	1	90	-7	-0.6	-1	4	-3.5
COc1cccc(C2c3c(oc4ccccc4c3=O)C(=O)N2CCCN2CCOCC2)c1 (stereo unspecified)	2	2.1	11	15*	-6	106	-4	-0.5	-4	0	1.6
COC(=O)c1nnn(-c2nonc2N)c1CN1CCc2ccccc21	13	-3.0	-14	2.4	-9	100	-12	-2.9	2	·	3.4
O=C(Nc1ccc(NC(=O)c2ccc3c(c2)OCO3)cc1)c1cccc(Cl)c1	15	-7.4	-1	6.7	1	·	0	-3.7	0	-14	3.0
O=C(CCc1ccc(S(=O)(=O)N2CCOCC2)cc1)N1CCN(Cc2ccc3c(c2)OCO3)CC1	10	2.2	-7	2.5	4	·	6	-1.6	-1	10	3.8
CCN(CC)c1nc(Nc2ccccc2)nc(Oc2ccc(=O)[nH]n2)n1	5	-1.9	7	2.2	3	107	-7	-0.9	-2	·	1.6
CCn1c(SCC(=O)Nc2ccc(N3CCOCC3)cc2)nnc1C1CC1	15	-1.6	-2	5.6	-3	·	-9	-4.0	-3	10	-1.2
CCn1c(CSc2nc3ccccc3s2)nc2ccccc21	9	-0.2	-29	1.5	3	107	16	-1.7	4	-23	2.0
COCCN1C(=O)c2[nH]nc(-c3ccccc3O)c2C1c1ccc(OC)cc1 (stereo unspecified)	0	-0.8	2	0.6	-2	101	354	-0.1	-1	9	1.3
C[C@@H](CN1C(=O)C(=O)NC[C@@H]1Cc1ccc(O)cc1)NC(=O)Cc1ccccc1	15	2.7	-8	1.8	-3	104	3	-3.4	1	-4	2.8
CCC1(C(=O)OC)CCc2c(cc(OC)c3ccccc23)C1=O (stereo unspecified)	-18	-1.1	-8	·	-1	100	16	3.5	-4	-17	-0.8
CC1(C)SC2c3ccccc3C(=O)N2[C@@H]1C(=O)O (stereo partly specified)	4	-2.8	-7	0.8	6	99	63	-0.7	2	1	-2.0
CC(O)CNC(=O)Cc1cc(=O)[nH]c(=O)[nH]1 (stereo unspecified)	17	0.9	6	0.9	1	104	-3	-3.5	-2	-57	-3.5
COc1cc(NC(=O)c2cc(S(=O)(=O)N3CCc4ccccc43)cn2C)cc(OC)c1OC	12	-2.5	-15	1.0	-8	106	-3	-2.4	5	-2	-2.8
O=C(Nc1cccc(NC(=O)c2cccs2)c1)c1ccc(F)cc1	21	1.9	12	4.5	5	107	94	-4.6	-4	7	0.4
O=C(COC(=O)CNC(=O)c1ccccc1F)Nc1ccc2c(c1)OCCO2	15	1.2	-11	2.1	-10	123	-2	-2.8	0	5	2.6
CC(C)(C)OC(=O)C[C@@H]1C/C=C\C[C@@H](CC(=O)N[C@@H](CO)Cc2ccccc2)C(=O)N2CCC[C@@H]2COC1=O	5	-2.4	-9	0.5	-3	106	-13	-0.8	-1	8	2.2

Taken from the entries so far (4 entries):
SMILES	OPRM1-OPRD1 inv	Ecoli viability	HTR5A inv ag	phage Ecoli inh	PKA-R1A act	Pemphigus Ab inh	Mot1-301 SUMO	MOR-DOR ag	HTR5A ag	PfHsp90 set2	AddAB inh
COc1cc(NC(=O)c2cc(S(=O)(=O)N3CCc4ccccc43)cn2C)cc(OC)c1OC	12	-2.5	-15	1.0	-8	106	-3	-2.4	5	-2	-2.8
O=C(Nc1cccc(NC(=O)c2cccs2)c1)c1ccc(F)cc1	21	1.9	12	4.5	5	107	94	-4.6	-4	7	0.4
O=C(COC(=O)CNC(=O)c1ccccc1F)Nc1ccc2c(c1)OCCO2	15	1.2	-11	2.1	-10	123	-2	-2.8	0	5	2.6
CC(C)(C)OC(=O)C[C@@H]1C/C=C\C[C@@H](CC(=O)N[C@@H](CO)Cc2ccccc2)C(=O)N2CCC[C@@H]2COC1=O	5	-2.4	-9	0.5	-3	106	-13	-0.8	-1	8	2.2

New compounds follow.
SMILES	OPRM1-OPRD1 inv	Ecoli viability	HTR5A inv ag	phage Ecoli inh	PKA-R1A act	Pemphigus Ab inh	Mot1-301 SUMO	MOR-DOR ag	HTR5A ag	PfHsp90 set2	AddAB inh
COc1ccc(N2CCC(CNC(=O)Nc3ccc(Cl)cc3)C2)cc1 (stereo unspecified)	-34	0.8	-3	4.1	-4	123	-6	6.8	4	-28	2.6
COC(=O)c1cccc(-n2c(C)cc(C=O)c2C)c1	-3	-1.6	-5	1.8	1	98	44	0.6	1	1	3.4
COc1cc(/C=N/NC(=O)c2ccc(O)cc2)ccc1OCC(=O)Nc1cccc([N+](=O)[O-])c1	15	-0.8	-9	3.7	-9	95	3	-3.3	2	-5	-1.5
O=C(NCCCn1ccnc1)c1ccc(OCC(F)(F)F)cc1	11	3.6	-1	2.1	-1	110	-8	-2.4	0	-2	2.4
CCn1c(C(=O)NCCCN2CCc3ccccc3C2)cc2sccc21	-50	0.3	1	1.3	2	105	-8	8.7	3	18	0.6
COc1ccccc1CNC(=O)c1cccc(S(=O)(=O)N2CCN(C)CC2)c1	4	0.4	-4	4.7	-7	106	-6	-0.8	2	-50	0.0
O=C(NC1CC1)c1ccc2c(c1)N(Cc1ccc(Cl)cc1)CCS2	15	-1.4	0	4.4	-7	99	8	-2.9	0	-7	5.2
CCc1nc2ccccc2n1CC(C)C(=O)O (stereo unspecified)	9	-0.4	3	1.7	-11	104	-8	-1.7	4	-16	1.1
CN(C)/C=C/c1[nH]c(=O)[nH]c(=O)c1[N+](=O)[O-]	12	0.6	-26	-2.1	1	92	-5	-2.3	5	7	1.3
Cc1ccnc(SCCn2c(N3CCN(c4ccccc4)CC3)nc3c2c(=O)[nH]c(=O)n3C)n1	5	-2.3	-29	2.6	-6	101	-5	-0.9	-6	3	-0.8
N#Cc1ccc(N2CCN(C(=O)c3cccc(F)c3)CC2)c(F)c1	-1	-1.6	-3	2.3	-4	99	44	0.2	8	-6	0.2
C=C(C)C(=O)Nc1cccc(C2=NOC3(C2)C[C@@H](C(N)=O)N(C(=O)/C=C/C=C/C)C3)c1 (stereo partly specified)	10	-1.6	10	2.1	2	90*	6	-1.9	-4	1	-3.4
CN1C(=O)C2C(c3ccc(N(C)C)cc3)=NN(Cc3ccccc3)C2C1=O (stereo unspecified)	5	0.2	13	1.5	4	·	2	-1.0	-4	27	-1.3
O=C(NCCCN1CCCC1=O)c1nnc(Cc2c(F)cccc2Cl)o1	6	1.0	-12	3.1	0	103	-31	-1.2	5	25	0.2
O=C(NC1CCCCCC1)c1cccc(S(=O)(=O)N2CCOCC2)c1	-1	2.8	3	3.0	8	85	3	0.2	-1	·	-0.3
O=C(N/N=C/c1ccc(N2CCOCC2)cc1)c1ccccn1	15	-0.7	-21	1.3	2	99	3	-2.8	7	-6	-0.2
CC1CCCC(C)N1C(=O)CSc1nnc(COc2ccc(F)cc2)o1 (stereo unspecified)	6	0.6	18	2.3	-2	101	-6	-1.0	-4	6	0.5
CCC(C)C(=O)Nc1ccc(OC)cc1[N+](=O)[O-] (stereo unspecified)	-4	-1.0	28	1.3	7	·	4	0.7	3	23	2.7
